Screening results (PubChem BioAssay)
Tau fibril FP = inhibitors of human tau fibril formation; K18 P301L tau heparin fibrillization, Alexa594 FP, 6 h; Potency, µM (highest dose often 57.7 µM), for the others: top-dose activity, negative = inhibition, hits mostly inhibitors; 0.39% of 280,000 active; P10636; note: % is set by controls: 0 for no effect and ±100 for the full control effect; nearly all actives have a fitted effect of over 55% in size
Target sequence (P10636 561-689 P618L limits assumed): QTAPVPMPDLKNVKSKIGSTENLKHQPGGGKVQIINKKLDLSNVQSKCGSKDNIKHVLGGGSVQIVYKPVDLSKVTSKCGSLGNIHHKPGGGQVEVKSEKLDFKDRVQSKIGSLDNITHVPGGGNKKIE
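Steps: dispense K18 P301L tau (15 uM plus 0.24 uM Alexa 594 tracer, final) in pH 7 sodium acetate; add compound; add heparin (20 uM final); incubate 6 hr, 37 C; add ThT (30 uM final); after 1 hr ambient, read FP.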
ALDH1A1 block = ALDH1A1 (human) enzyme inhibition | P00352 | Purified ALDH1A1, NADH fluorescence, propionaldehyde substrate | Potency, µM (titrated, usually from 75.3 µM), without a hit: top-dose activity, negative = inhibition, most hits filed as inhibitors | 7.3% of 220,000 active; active = well fitted inhibition curve with a large enough effect, not every such curve was filed as active; inconclusive = small, poorly fitted or top-dose-only effect, or another doubt; inactive = no such curve, though single readings can be large or run the other way;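 note: plate controls were no enzyme wells and a reference inhibitor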
Target sequence (P00352 whole entry, looked up): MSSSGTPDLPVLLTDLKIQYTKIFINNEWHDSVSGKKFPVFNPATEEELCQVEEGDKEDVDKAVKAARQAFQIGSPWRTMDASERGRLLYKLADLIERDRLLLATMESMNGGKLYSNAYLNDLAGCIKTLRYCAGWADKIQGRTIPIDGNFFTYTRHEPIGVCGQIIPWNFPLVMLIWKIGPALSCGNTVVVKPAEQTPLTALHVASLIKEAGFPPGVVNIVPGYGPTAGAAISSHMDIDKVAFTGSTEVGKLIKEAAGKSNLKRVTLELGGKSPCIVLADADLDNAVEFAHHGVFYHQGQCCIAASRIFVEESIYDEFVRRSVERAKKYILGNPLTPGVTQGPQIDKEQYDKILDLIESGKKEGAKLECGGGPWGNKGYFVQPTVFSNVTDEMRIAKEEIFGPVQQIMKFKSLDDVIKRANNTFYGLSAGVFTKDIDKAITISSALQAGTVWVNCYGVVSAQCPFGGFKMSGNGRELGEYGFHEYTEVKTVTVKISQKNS
KDM4E inh = JMJD2E (human) inhibition. B2RXH2. JMJD2E catalytic domain, FDH-coupled NADH fluorescence (FDH is formaldehyde dehydrogenase). Potency, µM (top dose mostly 57.1 µM), for inactives: top-dose activity change, negative = inhibition, usual class: inhibitors. 1.6% of 230,000 active. AID 2147; active = well fitted inhibition curve with a large enough effect, not every such curve was filed as active; inconclusive = small, poorly fitted or top-dose-only effect, or another doubt; inactive = no such curve, though single readings can be large or run the other way;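 note: 0% = wells with enzyme and -100% = buffer wells without enzyme; nearly all actives have a fitted effect of over 50% in size; many of its hits are not listed in these tables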
Target sequence (B2RXH2 1-337 limits assumed): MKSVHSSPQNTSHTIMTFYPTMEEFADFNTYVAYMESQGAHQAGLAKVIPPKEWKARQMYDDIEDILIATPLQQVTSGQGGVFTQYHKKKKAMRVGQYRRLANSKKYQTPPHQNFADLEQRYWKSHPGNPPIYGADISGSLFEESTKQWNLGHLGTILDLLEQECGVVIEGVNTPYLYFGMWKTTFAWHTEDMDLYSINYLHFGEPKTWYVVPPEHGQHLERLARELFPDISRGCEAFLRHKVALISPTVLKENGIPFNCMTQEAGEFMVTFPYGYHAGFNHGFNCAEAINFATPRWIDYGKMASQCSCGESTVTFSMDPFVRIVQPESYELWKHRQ
Tau fluor cs = counter-screen for tau fibril formation inhibitors; tau K18 P301L Alexa594 fluorescence, heparin fibrillization; Potency, µM (top dose mostly 57.7 µM), for the others: at the highest dose activity change, negative = decrease; 0.93% of 280,000 active; AID 1463; note: % is set by controls: 0 for no effect and ±100 for the full control effect; nearly all actives have a fitted effect of over 55% in size
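Human K18 P301L tau (15 uM unlabeled plus 0.24 uM Alexa 594-labeled, final) in 100 mM sodium acetate pH 7 was mixed with compound and 20 uM heparin and incubated 6 hr at 37 C.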
HTT aggregate = mutant huntingtin aggregation inhibition | Potency, µM (series often up to 46.1 µM), for inactives: top-dose activity change, negative = inhibition, usual class: inhibitors | AID 1688 | 1.1% of 220,000 active | PC12 HttQ103-GFP aggregates, Acumen cytometry, 40 h; note: % is set by controls: 0 for no effect and ±100 for the full control effect; nearly all actives have a fitted effect of over 60% in size
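Quantitative HTS on tebufenozide-induced (100 nM) PC12 cells stably expressing polyQ103 Huntingtin exon 1–GFP. Reduction of bright GFP aggregates, detected by laser scanning cytometry after lysis, identified actives across the titration.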
HTT ATP protect = cytoprotection in Huntington HTT-Q103 PC12 cell model; PC12 HTT-Q103 induced, cytoprotection, ATP luminescence, 40 h; Potency, µM (titrated, usually from 56.4 µM), inactives show cytoprotection (ATP increase), usual class: activators; 0.14% of 230,000 active;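 note: % of control where 0% means no effect; nearly all actives have a fitted effect of over 45% in size; toxic huntingtin expression switched on by the ecdysone agonist tebufenozide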
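Rat PC12, Q103 Htt exon1-GFP fusion, ecdysone promoter; tebufenozide inducer 100 nM final; compound titration; qHTS, 1500 cells/well; ATPlite luminescent read.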
Tau fibril ThT = inhibitors of human tau fibril formation, thioflavin T binding | P10636 | recombinant tau K18 P301L (four-repeat tau fragment), heparin-induced fibrillization, ThT fluorescence | Potency, µM (highest dose often 57.4 µM), for the others: top-dose activity, negative = inhibition, most hits filed as inhibitors | 2.1% of 270,000 active | AID 1460; note: % is set by controls: 0 for no effect and ±100 for the full control effect; nearly all actives have a fitted effect of over 55% in size
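In this qHTS, human K18 P301L tau is incubated with compound and heparin for 6 hr at 37 C, and Thioflavin T fluorescence then reports fibril load.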
SMN2 splice up = SMN2 splice variant enhancement; HEK293 SMN2-luciferase splicing reporter, luminescence, 30-36 h; Potency, µM (top dose mostly 46.1 µM), inactives show at the highest dose activity change, positive = activation, most hits filed as activators; 2.8% of 210,000 active; AID 1458; note: % of control where 0% means no effect; nearly all actives have a fitted effect of over 55% in size
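HEK293 cells carry an SMN2 minigene-luciferase reporter in which exon 7 inclusion puts luciferase in frame. Cells were seeded at 2000 cells/well, attached for 10-12 hours, then exposed to compounds for 30-36 hours at 37C before ONE-Glo luminescence.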
Starred values were filed as active, the others as inactive; ? = inconclusive; nt = not tested or not shown; [ ] = another dose, or the depositor's remark. Unless noted, calls come from the whole dose curve; as a rule, active = well fitted curve in the direction sought with a large enough effect; inconclusive = small, poorly fitted or top-dose-only effect, or another doubt; inactive = no such curve, though single readings can be large; an effect the other way counts as inactive or inconclusive. Potency is the fitted concentration of half-maximal effect. The list is partial; rates above refer to the full screens.

No.	canonical_smiles	Tau fibril FP	ALDH1A1 block	KDM4E inh	Tau fluor cs
1	Cc1[nH]nc2c1C1(CCN(Cc3ccccc3)CC1)C(C#N)=C(N)O2	?	?	?	-20%
2	Cc1csc(NC(=O)CSc2ccc3nnc(-c4ccncc4)n3n2)n1	0%	-12%	3%	19%
3	O=C(COc1ccccc1Br)Nc1ccccc1C(F)(F)F	-2%	2%	7%	-21%
4	COc1cccc(NC(=O)Cc2nnc(SCCOc3ccccc3)n2C)c1	-1%	-11%	10%	0%
5	CNC(=O)Nc1cc(C(F)(F)F)cc(C(F)(F)F)c1	?	3%	-11%	3%
6	CCC(C)NC(=O)/C=C/c1ccc(S(=O)(=O)NCc2ccco2)cc1 (stereo unspecified)	10%	18µM*	-9%	4%
7	Cc1ccc(S(=O)(=O)N2CCN(C(=O)CCC(=O)OCC(=O)Nc3cccc(C#N)c3)CC2)cc1	0%	?	-2%	-7%
8	CCc1ccc2occ(CC(=O)Nc3sc4c(c3C(=O)OC)CCC4)c2c1	-9%	nt	nt	-15%
9	Cc1c(NC(=O)C(C)N2C(=O)NC3(CCC(C)CC3)C2=O)c(=O)n(-c2ccccc2)n1C (stereo unspecified)	3%	-7%	-2%	1%
10	COCc1cc(=O)oc2cc(NS(=O)(=O)c3ccc(C)cc3)ccc12	?	nt	?	-18%
11	Cc1ccc(OCCCN2C(=O)C(=O)c3cc(C)ccc32)cc1	3%	0.1µM*	8%	-15%
12	CCOC(=O)c1nc(NCc2cccc(OC)c2)c2ccccc2n1	-6%	-5%	-5%	-10%
13	CSc1nc(SCC(=O)O)c2c3c(sc2n1)COC(C)(C)C3	-3%	nt	?	-3%
14	COC(=O)/C(=C/c1c[nH]c2ccccc12)[N+](=O)[O-]	3%	?	?	-7%
15	Cc1cccc(N(CC(=O)NCCSCc2ccco2)S(=O)(=O)c2ccccc2)c1	-1%	0%	0%	-13%

No.	HTT aggregate	HTT ATP protect	Tau fibril ThT	SMN2 splice up
1	?	5%	?	4%
2	18%[9.22 µM]	-8%	16%	17%
3	-7%[9.22 µM]	-19%[10 µM]	-15%	-10%
4	-5%	-1%[0.074 µM]	-14%	4%
5	-1%[9.22 µM]	27%[10 µM]	13%	nt
6	8%[9.22 µM]	36%[10 µM]	6%	4%
7	7%	-13%	-3%	0%
8	nt	nt	-13%	-16%
9	1%	-28%	9%	10%
10	10%[9.22 µM]	3%[10 µM]	nt	nt
11	-4%[9.22 µM]	21%[10 µM]	?	nt
12	8%	17%[10 µM]	-3%	-6%
13	22%[9.22 µM]	-4%[10 µM]	-5%	nt
14	16%	-12%	1%	nt
15	32%	-13%	-12%	-10%

(cont.)
No.	canonical_smiles	Tau fibril FP	ALDH1A1 block	KDM4E inh	Tau fluor cs
16	CC(=O)C1=C(O)C(=O)N(c2nccs2)C1c1ccccc1 (stereo unspecified)	-7%	?	?	-9%
17	O=C(NCCN1CCOCC1)c1cc(Cl)ccc1[N+](=O)[O-]	2%	7%	10%	-3%
18	O=C(Nc1cccc(F)c1)c1ccc(CSc2ccccc2)o1	3%	1%	-4%	-1%
19	O=S(=O)(/N=C(/Nc1cc(N2CCOCC2)ncn1)c1ccc(F)cc1)c1ccccc1	-11%	-7%	?	-5%
20	CO[C@@H]1COC(=O)[C@H]2CCCN2C(=O)[C@@H](C)COC(=O)CCC[C@H]1C	-3%[11.6 µM]	10%[13.5 µM]	nt	-18%[11.6 µM]
21	Cn1nnc(NC(=O)c2cccc(F)c2)n1	-16%	5%	?	0%
22	COc1ccc(NC(=O)[C@@H](NC(=O)c2ccccc2F)C(C)C)cc1S(=O)(=O)N1CCOCC1	-5%	5%	-20%	-2%
23	CCCC(C(=O)n1nc(C)cc1C)C(NS(=O)(=O)c1ccc(C)cc1)c1ccccc1 (stereo unspecified)	-3%	-13%	-10%	-19%
24	CCOC(=O)C1=C(C)N(c2ccccc2)C(=O)C1	-2%	0%	0%	-6%
25	COC(=O)CNC(=O)c1ccccc1C	-2%	3%	15%	-5%
26	COc1ccc(CC(=O)N2N=C(C)CC2(O)C(F)(F)F)cc1 (stereo unspecified)	1%	1%	3%	7%
27	Cc1ccccc1Cn1cc(/C=N/n2cnnc2)c2ccccc21	-1%	?	2%	-14%
28	COc1ccccc1CN(C)c1nnnn1-c1ccccc1	5%	3%	-8%	-12%
29	FC(F)(F)c1cnc(N/N=C/c2ccncc2)c(Cl)c1	3%	nt	-5%	-5%
30	CCOC(=O)c1cnc2c(N=Nc3ccccc3)c(N)nn2c1N	0%	17%	6%	-11%

No.	HTT aggregate	HTT ATP protect	Tau fibril ThT	SMN2 splice up
16	29%	24%[10 µM]	-21%	-11%
17	-4%	21%[10 µM]	-2%	-6%
18	-13%	15%[10 µM]	8%	?
19	-2%	-10%	5%	43%
20	nt	?	-17%[11.5 µM]	nt
21	-9%	10%	6%	-9%
22	2%	nt	0%	13%
23	?	-30%	?	-12%
24	-1%	0%[10 µM]	-12%	-3%
25	2%[9.22 µM]	-1%	-10%	3%
26	-27%	23%[10 µM]	1%	0%
27	12%	10%[10 µM]	3%	-10%
28	27%	-28%	-7%	2%
29	18%[9.22 µM]	9%[10 µM]	-12%	nt
30	14%	-88%[inhibitor]	2.5µM*	16µM*

Next part:
No.	canonical_smiles	Tau fibril FP	ALDH1A1 block	KDM4E inh	Tau fluor cs
31	Cc1ccc2c(c1)NCC(C(=O)NCc1ccccc1)O2 (stereo unspecified)	6%	15%	0%	-17%
32	Cc1ccc2c(c1)COc1c3ccc(C(=O)NCCO)cc3nn1-2	-2%	nt	?	7%
33	COc1ccc(N(CC(=O)Nc2cccnc2)S(C)(=O)=O)cc1	-2%	1%	12%	0%
34	CCC(=O)NC(=S)NNC(=O)c1ccc(O)cc1	-2%	?	5%	7%[2.34 µM]
35	Cc1cccc(N2CCC(NCc3c(C(=O)N4CCCCC4)nc4c(C)cccn34)CC2)c1	10%	-8%	-3%	-5%
36	CCCOC(=O)c1ccc(Nc2c(C(=O)OCC)cnc3c(C)cc(Cl)cc23)cc1	-13%	nt	nt	-8%
37	O=C(c1cc(-c2cccs2)nc2ccccc12)N1CCN(S(=O)(=O)c2cccc(F)c2)CC1	-1%	?	?	-28%
38	S=c1ccss1	-18%	2.2µM*	?	-15%
39	CCCCC1CCC(c2nc(-c3cccnc3)no2)CC1 (stereo unspecified)	-7%	-79%	-9%	-6%
40	CCCn1c(O)c(N=NC(=O)c2ccco2)c2ccccc21	-3%	?	0%	1%
41	Cc1ccc(O)c(NC(=O)c2cccc(S(=O)(=O)N3CCCCC3)c2)c1	7%	-3%	8%	?
42	Cc1cccc(CCNC(=O)C2CCN(S(=O)(=O)c3cccc4nsnc34)CC2)c1	4%	6%	5%	-10%
43	O=[N+]([O-])c1cccc(/C=N/NC2=NCCCCC2)c1	-4%	0%	-5%	8%
44	O=C(N/N=C/C=C/c1ccco1)c1ccccc1Cl	?	?	?	-19%
45	COc1ccc(/C=N/N2CCN(C)CC2)cc1O	-1%	-2%	?	8%

No.	HTT aggregate	HTT ATP protect	Tau fibril ThT	SMN2 splice up
31	-10%	5%	-15%	-13%
32	-7%[9.22 µM]	-19%[10 µM]	-9%	nt
33	-1%[9.22 µM]	11%[10 µM]	-1%	nt
34	35%[9.22 µM]	?	2%	nt
35	13%[9.22 µM]	7%[10 µM]	-16%	-14%
36	nt	nt	-17%	4%
37	0.63µM*	0%	-7%	-10%
38	nt	nt	?	1%
39	-2%	17%	-17%	-19%
40	-9%	24%[10 µM]	?	-11%
41	7%	12%	?	4.5µM*
42	-13%	-4%	-8%	-25%
43	2%	1%[10 µM]	2%	25%
44	29%	-22%	?	9%
45	-9%	-14%[10 µM]	4%	5%

From entry 42 up to 45, as listed above:
No.	canonical_smiles	Tau fibril FP	ALDH1A1 block	KDM4E inh	Tau fluor cs
42	Cc1cccc(CCNC(=O)C2CCN(S(=O)(=O)c3cccc4nsnc34)CC2)c1	4%	6%	5%	-10%
43	O=[N+]([O-])c1cccc(/C=N/NC2=NCCCCC2)c1	-4%	0%	-5%	8%
44	O=C(N/N=C/C=C/c1ccco1)c1ccccc1Cl	?	?	?	-19%
45	COc1ccc(/C=N/N2CCN(C)CC2)cc1O	-1%	-2%	?	8%

No.	HTT aggregate	HTT ATP protect	Tau fibril ThT	SMN2 splice up
42	-13%	-4%	-8%	-25%
43	2%	1%[10 µM]	2%	25%
44	29%	-22%	?	9%
45	-9%	-14%[10 µM]	4%	5%

The listing continues:
No.	canonical_smiles	Tau fibril FP	ALDH1A1 block	KDM4E inh	Tau fluor cs
46	O=C(NCc1ccccc1)c1ccc2c(=O)n(CC3CCCO3)c(=S)[nH]c2c1 (stereo unspecified)	-4%	2.8µM*	3%	-21%
47	CCC(=O)N1CCc2cc(S(=O)(=O)NC(Cc3ccccc3)C(=O)Nc3ccc(Cl)cc3)ccc21 (stereo unspecified)	?	nt	nt	?
48	O=C(CCNS(=O)(=O)c1ccc(Br)s1)NCc1ccc2c(c1)OCO2	-4%	-5%	-3%	-8%
49	Brc1cnc(N2CCCC2)nc1N1CCOCC1	-1%	17%	-4%	-2%
50	Clc1cccc(N/N=C(\Cc2nc3ccccc3[nH]2)c2ccccc2)c1	?	?	-17%	7.1µM*[quencher]
51	Cc1cc(C)cc(OCC(=O)Nc2nc3ccc([N+](=O)[O-])cc3s2)c1	3%	-6%	12%	-4%
52	C=C(C)Cn1c(C)cc(C)c(S(=O)(=O)c2cccc(C)c2)c1=O	0%	?	-2%	-17%
53	CCOC(=O)c1c(NC(=O)c2ccn(CC)n2)sc2c1CCCC2	-6%	?	?	-22%

No.	HTT aggregate	HTT ATP protect	Tau fibril ThT	SMN2 splice up
46	-14%	-31%	-14%	-7%
47	nt	nt	-1%	-6%
48	-2%	-22%	1%	-10%
49	-10%	-15%	-3%	26%
50	11%	-3%[10 µM]	?	11%
51	2%	-6%	?	-20%
52	26%[9.22 µM]	-17%	-12%	-24%
53	6%	23%[1.9 µM]	-16%	3%
